AmpC inh det: Promiscuous and Specific Inhibitors of AmpC Beta-Lactamase (assay with detergent) | P00811 | purified AmpC, nitrocefin hydrolysis with detergent | Potency, µM (titrated, usually from 28.7 µM), inactives show at the highest dose activity change, negative = inhibition | 71,000 compounds, 0.09% hits | AID 584, 2007; active = well fitted curve in the direction sought with a large enough effect
Target sequence (P00811 whole entry, looked up): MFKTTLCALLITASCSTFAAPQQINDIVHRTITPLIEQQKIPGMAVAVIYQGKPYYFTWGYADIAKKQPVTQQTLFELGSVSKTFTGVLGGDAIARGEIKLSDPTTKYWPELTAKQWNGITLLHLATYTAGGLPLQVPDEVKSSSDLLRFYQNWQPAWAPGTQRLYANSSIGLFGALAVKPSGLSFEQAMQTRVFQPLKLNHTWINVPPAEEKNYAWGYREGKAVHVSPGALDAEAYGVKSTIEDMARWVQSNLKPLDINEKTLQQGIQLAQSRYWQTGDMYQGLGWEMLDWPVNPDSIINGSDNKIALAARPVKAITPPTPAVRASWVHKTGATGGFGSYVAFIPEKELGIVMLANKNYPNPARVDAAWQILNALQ
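E. coli AmpC (5.3 nM) in 20 mM phosphate pH 7.0 with 0.01% Triton X-100, preincubated 15 min RT with compound; nitrocefin (2 uL of 800 uM stock) hydrolysis followed by 480 nm absorbance every 20 s over 4 min.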
Numbers without * were called inactive; & = joins results of further samples; [ ] = another dose, or the depositor's remark. % is set by controls: 0 for no effect and ±100 for the full control effect; potency is the fitted concentration of half-maximal effect. Only part of the results is shown; rates above refer to the full screens.

Structure	AmpC inh det
CCCc1nc(NC(C)=O)c(C#N)c(-c2ccco2)c1CC	-2%
N#Cc1c(-c2ccccc2)nc(N2CCOCC2)[nH]c1=O	-6%
O=C(OCC(=O)c1cccs1)C1=COCCO1	-1%
CN(C)c1ccc(C=Nc2ccccc2C(N)=O)cc1	6%
CCC(C)O (stereo unspecified)	11%
CC(C)Oc1ccc(NC(=O)Oc2ccccc2)cc1	2%
COC(=O)c1[nH]c2cccc(OC)c2c1NC(=O)CCN1CCN(c2cccc(Cl)c2)CC1	0%
Cc1cccc(-c2nnc(SCC#N)n2-c2cccc(Cl)c2)c1	-2%
CC(C)(C)OC(=O)N[C@@H](Cc1ccccc1)c1nnc(S(=O)(=O)Cc2cccc(F)c2)o1	5µM*
Cc1ccc(-c2nc(CS(=O)CC(=O)NCCC(C)C)c(C)o2)cc1 (stereo unspecified)	11%
COc1ccc(OCc2nnc(SCC(=O)NCc3ccco3)o2)cc1	-1%
CC(C)CNc1nc(Oc2ccc(=O)n(-c3ccccc3)n2)nc(N2CCOCC2)n1	22%
Cc1ccc(C23CC4CC(CC(NC(=O)N5CCN(C)CC5)(C4)C2)C3)cc1	-4%
NC(N)=NC(=O)c1nc(Cl)c(N)nc1N	-5%
Cc1ccc(C(C)C)c(OCC(=O)Nc2ccc(N3CCN(S(C)(=O)=O)CC3)cc2)c1	-3%

The last 2 entries of the part before come first, to join the parts.
Structure	AmpC inh det
NC(N)=NC(=O)c1nc(Cl)c(N)nc1N	-5%
Cc1ccc(C(C)C)c(OCC(=O)Nc2ccc(N3CCN(S(C)(=O)=O)CC3)cc2)c1	-3%
CCOC(=O)C(NC(=O)c1ccc(F)cc1)(Nc1nnc(C)s1)C(F)(F)F (stereo unspecified)	-1%
CCOC(=O)CSc1ccc2nnc(-c3ccccc3)n2n1	12%
CCC(=O)Nc1ccc(Br)c(Cl)c1	-1%
ClC1=C(Cl)C2(Cl)C3C4CC(C5OC45)C3C1(Cl)C2(Cl)Cl (stereo unspecified)	11%
Cc1c(C#N)c2ncnc(-c3ccccc3)c2n1-c1ccccc1	-4%
COc1ccc(OCCN2CCN(C3CC(=O)N(CCC(C)C)C3=O)CC2)cc1 (stereo unspecified)	-4%
Cc1cccc(C)c1NC(=O)c1cc(S(=O)(=O)N2CCOCC2)ccc1F	-2%
COC(=O)c1ccc(NC(=O)CCn2c(=O)oc3ccccc32)cc1	0%
O=C(OCC1COc2ccccc2O1)c1ccccc1F (stereo unspecified)	-1%
COc1cccc(NC(=O)N2CCCC(C(=O)Nc3ccccc3OC)C2)c1 (stereo unspecified)	9%
Cc1ccc(Cn2nnc3c(=O)n(CC(=O)N4CCN(c5ccccc5)CC4)cnc32)cc1	-6%
CN1CCN(c2cc(-c3ccc(N(C)C)cc3)ncn2)CC1	11%
COCCn1c(=O)c(-c2cc(F)cc(F)c2)nc2cnc(N(C)C)nc21	1%
COc1cc2cc(CN(CCN3CCCC3)C(=O)Nc3ccc(F)cc3)c(=O)[nH]c2cc1OC	14%
CC(=O)c1c(C)[nH]c(C(=O)OCC(=O)Nc2ncc(Cl)c(C)c2Cl)c1C	-3%

Next section.
Structure	AmpC inh det
NC(=O)CSc1nnc(-c2ccncc2)n1CCc1ccccc1	-3%
O=C(Nc1ccc2c(c1)OCCO2)C1CCCN1S(=O)(=O)c1ccc(Cl)cc1 (stereo unspecified)	10%
c1ccc(-c2nnc3sc(-c4cc5ccccc5o4)nn23)cc1	-3%
COC(=O)C1=C(N)Oc2cc(C)n(CCCn3ccnc3)c(=O)c2C1c1cccc(Cl)c1 (stereo unspecified)	0%
O=C(NCc1ccccn1)C1CCN(S(=O)(=O)c2cnc[nH]2)CC1	-4%
O=C(c1cc2c(=O)n3ccccc3nc2s1)N1CCOCC1	2%
c1cncc(-c2nccc(-n3ccnc3)n2)c1	7%
O=C(Nc1cccnc1)c1c(O)c2cccc3c2n(c1=O)CC3	0%
Cn1c(=O)c2c(SCC(=O)N3CCN(c4ccccc4)CC3)nc(C3CC3)nc2n(C)c1=O	10%
Cc1c(NC(=O)C2CCCCN2S(=O)(=O)c2ccc(Cl)cc2)c(=O)n(-c2ccccc2)n1C (stereo unspecified)	11%
CCC(C)(C)NC(=O)C(c1ccc(F)cc1)N(Cc1ccco1)C(=O)CCC(=O)Nc1ccccn1 (stereo unspecified)	23%
CCn1c(=O)cc(SCC(=O)N2CCC(C)CC2)c2ccccc21	-3%
Cc1oc(/N=C/c2ccccc2O)c(C#N)c1C	7%
CCn1c(=O)cc(NC2=NCC(C)CN2c2cccc(Cl)c2)n(C)c1=O (stereo unspecified)	-4%
CCn1c(COc2ccc(Cl)cc2)nnc1SCc1ccc(C#N)cc1	-6%

Next records follow:
Structure	AmpC inh det
C[C@@]1(O)CCOC(=O)C1	-1%[12.8 µM]
Cc1ccccc1OCC(=O)NCCN1CCCC1	-1%
O=C(CSc1nc2ccccc2o1)NCCOc1ccccc1	-3%
CCN(CCNS(=O)(=O)c1ccc2[nH]c(=O)sc2c1)c1ccccc1	12%
Cc1cccc(OCC(O)Cn2c(-n3nc(C)cc3C)nc3c2c(=O)[nH]c(=O)n3C)c1 (stereo unspecified)	1%
Cc1ccc(N2CCN(S(=O)(=O)c3ccc(F)cc3)CC2)c(C)c1	13%
Cc1c(C(=O)N2CCN(c3ccccc3)CC2)sc2ncnc(N3CCN(c4ccccc4)CC3)c12	1%
CC(=O)c1nc2ccccc2n1S(=O)(=O)c1ccc(Cl)cc1	3%
Cc1ccc(S(=O)(=O)c2c(N)n(/N=C/c3ccco3)c3nc4ccccc4nc23)cc1C	-1%
COCCn1c(-c2cc(OC)c(OC)c(OC)c2)nc2oc3ccccc3c(=O)c2c1=O	-1%
CC(=O)Oc1ccccc1C(=O)Oc1ccccc1C(=O)O	2%[12.8 µM]
COC(=O)c1[nH]c2cccc(OC)c2c1NC(=O)CCN1CCN(c2ccccc2F)CC1	0%
COc1ccc(-c2nnc(SCc3ccccc3F)o2)cc1OC	-3%
Cc1ccc(OCCCC(=O)Nc2ccc(S(=O)(=O)Nc3cc(C)on3)cc2)cc1	7%
COc1cccc(Nc2nc(=O)[nH]nc2C)c1	-4%

Some of these compounds in order of molecular weight, smallest number first:
Structure	AmpC inh det
CCN(CCNS(=O)(=O)c1ccc2[nH]c(=O)sc2c1)c1ccccc1	12%
COCCn1c(-c2cc(OC)c(OC)c(OC)c2)nc2oc3ccccc3c(=O)c2c1=O	-1%
COC(=O)c1[nH]c2cccc(OC)c2c1NC(=O)CCN1CCN(c2ccccc2F)CC1	0%

Next entries:
Structure	AmpC inh det
COc1ccc(N2CCC(CNC(=O)Nc3ccc(OC)cc3OC)C2)cc1 (stereo unspecified)	1%
Cc1nc(N2CCCC2C(=O)O)c2oc3ccccc3c2n1 (stereo unspecified)	0%
O=C(c1cc(-c2cccs2)on1)N1CCN(c2ccc(F)cc2)CC1	10%
COc1ccc(CNCC(=O)Nc2cc(C)nn2-c2nc(C)cc(C)n2)cc1OC	-3%
CC(C)=C1C(=O)C(c2ccccc2)=C2CN3C(=O)N(CCc4ccccc4)C(=O)[C@]3(Cc3ccccc3)[C@H]21	0%
CC(=O)NCc1cn2c(C)csc2n1	13%
CC(C)c1cc(C(=O)Nc2cccc(Cl)c2)no1	-4%
CC(=O)c1ccc(S(=O)(=O)N(Cc2cc3cc4c(cc3[nH]c2=O)OCCO4)CC2CCCO2)cc1 (stereo unspecified)	2%
Cc1ccc2nc(-c3cccc(S(=O)(=O)N(C)C)c3)cn2c1	16%
CN1CC[C@@H]2CN3CCc4cccc(c43)[C@H]2C1	-1%
COC(=O)C1=C(C)N(C)C(C)=C(C(=O)OC)C1c1ccncc1	-3%
Cc1cc(Br)ccc1N1C(=O)CC(=O)NC1=O	0%
O=C(c1csnn1)N1CCC2(CC1)CCN(c1ncccn1)CC2	0%
CCOC(=O)c1ccc(N2CSC3=C(C#N)C(c4cccs4)CC(=O)N3C2)cc1 (stereo unspecified)	7%
Fc1ccccc1N1CCN(Cc2nc(-c3ccccc3)no2)CC1	-3%

Taken from above:
`N#Cc1c(-c2ccccc2)nc(N2CCOCC2)[nH]c1=O` – AmpC inh det: -6%
`CCC(C)O` (stereo unspecified) – AmpC inh det: 11%

The results go on:
Structure	AmpC inh det
O=C(Cn1cnc2ccccc2c1=O)N1CCN(Cc2ccccc2)CC1	-5%
CCOc1ccccc1NC(=O)CC1NCCNC1=O (stereo unspecified)	-2%
Cc1cc(OCC(=O)NCCO)cc(C)c1Cl	6%
c1ccc2c(c1)nc1n2CCN1CCNC1CCCCC1	6%
Cc1c(C(=O)N2CCN(c3ccc(F)cc3)CC2)sc2nc(-c3ccccc3)cn12	-1%
Cc1ccccc1NC(=O)c1ccc(S(=O)(=O)N(C)C)cc1	14%
COCCn1c(SCC(=O)Nc2cccc(OC)c2)nnc1-c1ccc(Cl)cc1	-3%
Cc1ccc(C2=CC(c3ccc(N(C)C)cc3)n3nnnc3N2)cc1 (stereo unspecified)	2%
Cc1nn(C)c(C)c1S(=O)(=O)N(CC(=O)Nc1nccs1)c1ccc(C(C)C)cc1	3%
O=C(c1cnccn1)N(c1ccccc1)C1(C(=O)NC2CCCC2)CCCCC1	-7%
CCOc1cc2[nH]c(=O)n(CC3CCC(C(=O)NCCCOC)CC3)c(=O)c2cc1OCC (stereo unspecified)	24%
[Cu].[NH-][C@H](CC(=O)O)C(=O)O.[NH-][C@H](CC(=O)O)C(=O)O	0%[5.75 µM]
Cc1cccc(Cn2c(=O)c3c(nc4n3CCN4Cc3ccco3)n(C)c2=O)c1	-4%
CCc1nc(SCCO)c2oc3ccccc3c2n1	15%
O=C(CN1CCN(c2ccc(F)cc2)CC1)Nc1cccc(C(F)(F)F)c1	7%

Continued:
Structure	AmpC inh det
COC(=O)N1CC(c2ccccc2)CC1=O (stereo unspecified)	-3%
C=C1CCO[C@@]2([C@H](O)[C@@](C)(O)CO)NC(=O)[C@]1(O)NC2=O	-3%[5.75 µM]
Nc1nc(SCC(=O)c2ccc(Oc3ccccc3)cc2)n[nH]1	21%
Cc1[nH]c(N)nc(=S)c1CCC(=O)O	-4%[5.75 µM]
O=C(CCNS(=O)(=O)c1ccc2c(c1)CCC(=O)N2)NCc1ccc2c(c1)OCO2	-2%
O=C(C1CCN(S(=O)(=O)c2cccc3cccnc23)CC1)N1CCc2ccccc21	-6%
COc1ccc(-n2c(=O)cnc3cnc(Nc4ccccc4)nc32)cc1	-2%
O=C(O)C1CCCCC1C(=O)NCCCc1ccccc1 (stereo unspecified)	-2%
Cc1ccc(N(C(C)C(=O)N2CCC(C)CC2)S(C)(=O)=O)cc1C (stereo unspecified)	-5%
Cc1ccccc1S(=O)(=O)Cc1ccc(C(=O)NCCCN2CCN(C)CC2)o1	0%
Cc1cccc(Nc2ncnc3nc[nH]c23)c1	3%
COc1ccc(-n2nnc3c(=O)n(CC(=O)N4CCCc5ccccc54)cnc32)cc1	10%
CCOC(=O)COc1ccc(S(=O)(=O)NCCC2=CCCCC2)cc1	-4%
O=S(=O)(c1ccccc1)n1ccc2ccccc21	-2%
COCCNC(=O)CS(=O)Cc1nc(-c2ccc(Cl)cc2)oc1C (stereo unspecified)	14%

Gathered by group, those above with a CF3 group (2)
Structure	AmpC inh det
CCOC(=O)C(NC(=O)c1ccc(F)cc1)(Nc1nnc(C)s1)C(F)(F)F (stereo unspecified)	-1%
O=C(CN1CCN(c2ccc(F)cc2)CC1)Nc1cccc(C(F)(F)F)c1	7%

Remaining list, next part
Structure	AmpC inh det
O=C(NCc1ccco1)C(Cc1ccccc1)NS(=O)(=O)c1cccc2nsnc12 (stereo unspecified)	0%
CC(Oc1ccccc1Br)C(=O)N1CCc2ccccc21 (stereo unspecified)	-5%
O=C(O)c1ccccc1CN1CCC[C@@H](C(=O)O)C1	-7%[5.75 µM]
O=C(O)c1cnn2c1NC(c1cccs1)CC2C(F)(F)F (stereo unspecified)	6%
Cc1nnn(C23CC4CC(CC(C4)C2)C3)n1	-6%
CC(=O)Nc1cc2c(cc1NC(=O)Cn1nc(-c3ccccc3F)ccc1=O)OCCO2	11%
CC(=O)Nc1ccc(-c2nn[nH]n2)cc1Cl	-3%
CC(=O)c1c(O)c(C)c(O)c(Cc2c(O)c3c(c(C(=O)/C=C\c4ccccc4)c2O)OC(C)(C)C=C3)c1O	-2%&0%
Cc1ccccc1N1C(=O)c2ccccc2C1Nc1cccnc1 (stereo unspecified)	13%
CC(C)Cn1nc(NC(=O)C2CCCO2)c2cc3ccccc3nc21 (stereo unspecified)	-2%
O=C(C1CCCO1)N1CCc2ccccc21 (stereo unspecified)	14%
CC1CCC(C(=O)NC(C(=O)NCCN2CCC(C)CC2)C(C)C)CC1 (stereo unspecified)	10%
CCOC(=O)N1CCN(C(=O)CN(Cc2ccccc2)S(=O)(=O)c2ccc(OC)c(C)c2)CC1	-9%
Cc1cc(C)n2nc(SCC#N)nc2n1	12%
CC1CC2(CC(C)(C(=O)CSc3n[nH]c(-c4ccccc4Cl)n3)OC2=O)C(=O)O1 (stereo unspecified)	-2%

Carrying on.
Structure	AmpC inh det
c1ccc(-c2nc3ccccc3nc2-c2ccccn2)nc1	-4%
Nc1ccccc1S(=O)(=O)c1ccccc1N	10%
Cc1cc(C(=O)OCC(=O)c2c(N)n(C)c(=O)n(C)c2=O)c(C)n1-c1ccccc1	-2%
CCN1CCCC1CNC(=O)c1ccc2c(=O)n(CCOC)c(=O)[nH]c2c1 (stereo unspecified)	-3%
FC(F)(F)c1cc(-c2cccs2)nc(NCc2ccco2)n1	-1%

Compound activity as filed in PubChem BioAssay.
